# ROCK2 blocker – inhibitors of human ROCK2 kinase, primary screen, biochemical, high-throughput, luminescence; 60,000 compounds, 0.35% hits; purified ROCK2, Kinase-Glo ATP depletion luminescence; inhibition, % at 6 µM; Rho-associated protein kinase 2 (Homo sapiens), O75116;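 active means inhibition above the screen-wide mean inhibition plus 3 SD, cut at about 18% in these data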;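 further: plate controls were DMSO wells for no effect and Y-27632 control wells after no-enzyme background subtraction for full effect; many of its hits are not listed in these tables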
# Target sequence (O75116 whole entry, looked up): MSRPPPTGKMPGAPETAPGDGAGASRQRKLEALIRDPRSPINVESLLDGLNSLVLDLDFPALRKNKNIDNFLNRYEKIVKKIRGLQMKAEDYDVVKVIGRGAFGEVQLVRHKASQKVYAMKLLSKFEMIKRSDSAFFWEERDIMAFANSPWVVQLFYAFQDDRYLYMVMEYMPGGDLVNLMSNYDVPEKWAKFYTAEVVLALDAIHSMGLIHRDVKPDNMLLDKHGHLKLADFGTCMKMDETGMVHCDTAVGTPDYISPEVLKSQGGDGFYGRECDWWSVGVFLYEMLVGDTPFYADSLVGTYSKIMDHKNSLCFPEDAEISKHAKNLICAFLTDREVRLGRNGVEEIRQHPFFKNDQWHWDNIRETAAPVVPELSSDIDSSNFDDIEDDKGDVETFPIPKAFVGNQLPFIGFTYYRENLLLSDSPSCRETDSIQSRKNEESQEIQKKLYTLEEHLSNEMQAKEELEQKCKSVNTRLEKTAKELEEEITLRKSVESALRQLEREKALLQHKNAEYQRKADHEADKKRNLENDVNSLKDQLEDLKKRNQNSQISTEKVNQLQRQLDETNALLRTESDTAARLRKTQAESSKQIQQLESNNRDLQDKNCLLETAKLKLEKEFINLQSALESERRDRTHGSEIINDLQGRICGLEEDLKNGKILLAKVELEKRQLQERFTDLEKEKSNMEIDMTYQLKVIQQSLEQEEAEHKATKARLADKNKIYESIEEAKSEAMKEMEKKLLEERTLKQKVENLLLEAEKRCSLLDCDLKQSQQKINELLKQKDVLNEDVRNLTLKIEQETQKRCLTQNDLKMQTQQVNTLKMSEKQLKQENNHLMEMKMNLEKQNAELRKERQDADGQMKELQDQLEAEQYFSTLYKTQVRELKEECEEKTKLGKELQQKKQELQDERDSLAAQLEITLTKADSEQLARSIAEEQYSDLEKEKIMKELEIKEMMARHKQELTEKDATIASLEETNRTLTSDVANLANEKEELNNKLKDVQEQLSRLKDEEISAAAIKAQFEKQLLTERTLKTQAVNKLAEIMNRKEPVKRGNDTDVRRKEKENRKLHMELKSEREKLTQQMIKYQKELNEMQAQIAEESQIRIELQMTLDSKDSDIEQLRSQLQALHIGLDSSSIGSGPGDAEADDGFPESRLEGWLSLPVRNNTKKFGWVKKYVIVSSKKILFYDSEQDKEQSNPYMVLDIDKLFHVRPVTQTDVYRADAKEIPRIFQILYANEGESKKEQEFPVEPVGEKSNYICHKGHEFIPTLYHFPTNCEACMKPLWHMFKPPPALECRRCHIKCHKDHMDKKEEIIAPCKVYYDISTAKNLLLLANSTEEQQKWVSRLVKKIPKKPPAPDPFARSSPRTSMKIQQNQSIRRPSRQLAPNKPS
# Cdc25B inh – inhibitors of Cdc25B phosphatase catalytic domain, primary screen, biochemical, OMFP fluorescence | 65,000 compounds, 0.1% hits | M-phase inducer phosphatase 2 (Homo sapiens), P30305 | inhibition, %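 (compounds tested at 10 µM final in the well)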 | recombinant Cdc25B, OMFP fluorescence Ex485/Em525; in the data active means inhibition above about 50%
# Fluor 339 460 – intrinsic fluorescence of library compounds, ex339/em460 – biochemical, MLSMR library, data from DPM-DC assay, artefact control, profiling panel; compound autofluorescence, ex339/em460 nm, NADH buffer; active compounds read high; 1 = no-compound wells, NADH background; fluorescence fold increase at 10 µM; 65,000 compounds, 5.5% hits; AID 709, 2007;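 active means at 10 µM, mean starting fluorescence two-fold or more over control wells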;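 further: signal is the first read of a kinetic run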
# DUSP1 inh – MKP-1 phosphatase inhibitors, primary screen, biochemical, in vitro; recombinant MKP-1, OMFP hydrolysis fluorescence; inhibition, %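 (compounds tested at a single concentration somewhere between 10 and 100 µM)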; 65,000 compounds, 0.15% hits; AID 374, 2006;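 active means inhibition above about 50%, limit read from the data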;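 further: 0% = DMSO max control wells and 100% = wells with enzyme stopped by NaOH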
# PKA kinase inh – inhibitors of human PKA kinase activity, primary screen, biochemical, ATP-depletion luminescence, Kemptide substrate | cAMP-dependent protein kinase catalytic subunit alpha (Homo sapiens), P17612 | PKA Kemptide phosphorylation, Kinase-Glo ATP luminescence | inhibition, % at 6 µM | 65,000 compounds, 0.1% hits | AID 524, 2006;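 active means inhibition above the screen-wide mean inhibition plus 3 SD, cut at about 21% in these data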; further: many of its hits are not listed in these tables
# Hsp90 inh – tumor Hsp90 inhibitors, primary screen, cell lysate, fluorescence polarization, NCI-N417 lysate | Cy3B-geldanamycin FP displacement | inhibition, % at 30 µM | 64,000 compounds, 0.35% hits | AID 429, 2006;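 active means inhibition above 50%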;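 further: 0% = tracer plus lysate wells and 100% = tracer alone without lysate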
# Her2 expr inh – inhibitors of Her2 protein expression, primary screen, SKBR-3 cells, AlphaScreen, 66K library; Receptor tyrosine-protein kinase erbB-2 (Homo sapiens), P04626; HER2 level % of control, % at 10 µM; 65,000 compounds, 0.69% hits; SKBR-3 HER2 protein level, 18-24 h; active compounds read low;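 active means HER2 level under 5% of the carrier-only control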;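 further: 100% = DMSO carrier and 0% = 500 nM PU-H71 HSP90 inhibitor; lower value means stronger loss of Her2 protein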
# JNK3 blocker – JNK3 kinase activity inhibitors, primary screen, biochemical, human, purified enzyme | Mitogen-activated protein kinase 10 (Homo sapiens), P53779 | HTS | inhibition, % at 8 µM | 60,000 compounds, 0.61% hits; in the data active means inhibition above about 17%;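 further: 0% = DMSO and 100% = reference inhibitor; many of its hits are not listed in these tables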
# Abs 340nm – compound light absorbance at 340 nm, profiling panel, artefact control, biochemical, MLSMR library, data from PS, PMK, MK assays; compound absorbance at 340 nm, fold over control; fold change at 10 µM; 65,000 tested, under 10 active; AID 708, 2007;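 active means at 10 µM dose, initial 340 nm absorbance at least 2 fold that of control wells; inactive means change under 2 fold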;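 further: initial absorbance extrapolated from kinetic A340 decline of NADH oxidation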
# The depositor's hits bear a star; x = no result given. Some of the compounds tested; the hit share may differ from the screen's.
SMILES,ROCK2 blocker,Cdc25B inh,Fluor 339 460,DUSP1 inh,PKA kinase inh,Hsp90 inh,Her2 expr inh,JNK3 blocker,Abs 340nm
N=c1c(C(=O)NCc2ccc(F)cc2)cc2c(=O)n3ccccc3nc2n1CCCN1CCOCC1,0,-6,3*,-3,-3,-9,88,2,0.98
O=C(Nc1nccs1)c1ccc(CSc2nnnn2-c2ccccc2)cc1,6,-7,1.1,-6,8,-7,179,3,1
O=c1nc2n(c3ccccc13)Cc1ccccc1-2,5,8,1.5,4,7,1,80,1,1
CCOC(=O)c1cc(C(C)=O)c(=O)n(C)c1N,1,-9,1.7,3,0,1,98,0,1.2
COc1ccc(NC(=O)c2cnc(C)cn2)c2ncccc12,-6,12,1,-2,-2,-6,78,4,1
O=S(=O)(Cc1nc2ccccc2s1)c1ccccc1,-2,25,1.1,18,-6,1,101,-3,1
Cc1cc(C(=O)CN2C(=O)NC3(CCCc4ccccc43)C2=O)c(C)n1Cc1cccs1 (stereo not drawn),-1,4,1.1,30,-1,-3,48,-5,1
CCOc1ccc2nc(NCCCNS(=O)(=O)c3ccccc3)c(C#N)cc2c1,0,-19,2.3*,4,0,3,88,1,1.1
O=c1[nH]nc(CSCc2ccccc2Cl)[nH]1,14,-11,1.1,-6,3,1,113,2,1
c1ccc(-c2nnc(CN3CCC4(CC3)OCCO4)o2)cc1,2,7,1,2,1,-2,88,0,1
Cc1cc(C)nc(N2CCC(C(=O)Nc3ccc4c(c3)OCO4)CC2)n1,-6,16,1.4,-1,-4,4,98,-10,1.1
O=C(Cc1ccc(Br)cc1)N1CCCCCC1,0,-6,1.1,5,-2,-8,92,3,1
CC(=O)N1CCc2cc(S(=O)(=O)NCCC3=CCCCC3)ccc21,x,7,1.1,9,8,-1,98,x,1
CCC(CC)C(=O)Nc1ccccc1NC(C)=O,4,-14,1.1,6,8,-2,108,-3,1
COc1ccccc1NC(=O)CSc1ccc2nnc(-c3cccnc3)n2n1,1,-8,1.1,-5,-4,-2,x,2,1.1
Cc1cc(=S)cc(C)n1CCCO,-2,14,1,4,3,-2,118,-3,1.1
CCN(CC)S(=O)(=O)c1cccc2c(N(C)C)cccc12,8,15,1.9,-7,6,-5,51,-2,1
Cc1nc2sc(C(c3ccc(Cl)cc3)N3CCN(CCO)CC3)c(O)n2n1 (stereo not drawn),-3,-8,1.1,11,-1,-2,113,6,1.1
Cc1cc(C(=O)NCC2CCCO2)n(-c2ccccc2)n1 (stereo not drawn),-9,12,1.1,17,-13,0,64,-2,1.1
CC1CCc2c(C(=O)N3CCN(S(=O)(=O)c4cccs4)CC3)csc2C1 (stereo not drawn),-3,-10,1,8,-2,0,101,-9,1
CCCC(=O)NC(Nc1ccc(S(=O)(=O)Nc2cc(C)on2)cc1)(C(=O)OCC)C(F)(F)F (stereo not drawn),-4,-3,1.1,4,-1,-6,99,0,0.95
O=C(NC1CCCCC1)N1CCCCCCC1,7,-5,1.1,0,8,-4,70,7,1
CC(OC(=O)CN(C)S(=O)(=O)c1ccc(Cl)cc1)C(=O)Nc1ccc(N2CCOCC2)cc1 (stereo not drawn),0,-3,1.1,18,2,0,110,-6,1
Cc1ccc(F)c(NC(=O)C2CCCCC2C(=O)O)c1 (stereo not drawn),4,-11,1.1,13,8,0,92,-7,0.98
O=C(CCS(=O)(=O)c1ccccc1)Nc1nc2c(s1)COc1ccccc1-2,1,0,1.1,5,3,-7,52,-6,1
COc1ccc(C(=O)Nc2nnc(Cc3cccs3)s2)cc1OC,0,7,1.1,21,-3,-6,90,2,1.1
CCCCCn1c(SCc2cccc(C)c2)nc2c1c(=O)[nH]c(=O)n2C,7,-2,0.92,19,6,1,41,-5,0.99
Cc1cccn2cc(CCNC(=O)c3ccc(Br)o3)nc12,-1,-4,1.1,1,6,-2,89,-2,1
O=C(CSc1nc(Nc2ccccc2)nc(N2CCOCC2)n1)N1CCc2ccccc21,6,7,1.1,13,3,1,95,8,1
COc1cc(NC(=O)c2nnn(Cc3ccc(SC)cc3)c2N)cc(OC)c1,2,2,1.1,6,5,0,66,-3,1
Cn1c(=N)c(S(=O)(=O)c2ccc(Cl)cc2)cc2c(=O)n3ccccc3nc21,-1,6,1.8,10,-1,-16,114,6,0.98
COc1ccccc1NC(=O)CN1C(=O)NC(CC(C)C)C1=O (stereo not drawn),4,3,1.1,-4,12,-2,113,5,1
CCN(CC)S(=O)(=O)c1cccc(-c2nnc(SCc3ncc(-c4ccccc4)o3)n2C)c1,3,-27,1,36,13,-4,53,8,1
Cc1cc(C)n(C(=O)CNC(=O)C2COc3ccccc3O2)n1 (stereo not drawn),7,15,1,-6,2,-3,138,0,1
O=C(CSc1nnc(-c2cccnc2)n1Cc1ccco1)c1ccc(Br)cc1,-3,-10,1.1,9,-6,-3,76,-3,1
COc1cc(OC)cc(C(=O)N2CCC(N3CCCCCC3)CC2)c1,-3,12,1.1,-7,-8,-3,104,1,1
O=C(C1CCN(S(=O)(=O)c2cccc3cccnc23)CC1)N1CCN(C2CCCCC2)CC1,4,-6,1.1,2,3,-1,104,-8,0.98
CCC(=O)N[C@@H]1CC(C(C)(C)NC(=O)CC)CC=C1C (stereo partly drawn),4,-18,1,-6,3,-3,82,3,0.97
COc1ccc(-n2c3c(cc(C(=O)NC4CCSC4=O)c2=O)C(=O)CC(C)(C)C3)cc1 (stereo not drawn),1,1,1.8,12,-3,-3,83,-2,1.1
COC(=O)c1ccc(NC2(C#N)C(=O)Nc3ccccc32)cc1 (stereo not drawn),9,-8,1,14,5,-4,67,-1,1
Cc1onc(-c2ccccc2)c1C(=O)Nc1ccc(S(=O)(=O)N2CCCCC2)cc1,-1,-5,1,-10,-6,2,86,-8,0.99
CCOc1ccc(C(=O)NC2CCN(C(=O)NCc3ccccc3)CC2)cc1,0,-10,1.1,-7,12,0,56,2,1
COC1(OC)N=C(N)C2(C#N)C(c3cccc(Oc4ccccc4)c3)C12C#N (stereo not drawn),6,-6,1.1,25,15,-4,66,-6,1
CCCCNS(=O)(=O)c1ccc2nc(SCC(=O)Nc3sccc3C#N)[nH]c2c1,-6,-2,1.1,32,5,-5,58,9,1
COc1ccc(-c2nn(C)c(=O)c3ccccc23)cc1CNC(=O)CN1CCOCC1,-1,1,1.3,11,1,-4,51,-7,1
COc1ccc(N(C(=O)C(C)C)S(=O)(=O)c2ccc3c(c2)n(C)c(=O)n3C)cc1,2,3,1.1,19,-1,1,108,7,1
Cn1c(NC(=O)c2ccc3c(c2)OCO3)cc(=O)n(C)c1=O,5,-11,0.97,4,4,-1,131,-4,1.1
COC(=O)c1ccc(NC(=O)CSc2n[nH]c(-c3ccncc3)n2)cc1,14,-4,1.1,3,12,0,81,12,1
CN(C)c1ccc(/C=N/n2ncc3ccccc32)cc1,x,-5,1.3,11,1,x,71,x,1.1
CC(=O)N(Cc1cccs1)C1CCOC(C)(C)C1 (stereo not drawn),5,-1,1.1,-4,5,-9,114,7,1
COc1ccccc1N1CCN(C(=O)Cn2nc(C(F)(F)F)c3c2CCC3)CC1,10,-19,1.1,8,9,-6,99,-8,1
COc1ccc(OC)c(Nc2ncnc3c2cnn3-c2cccc(C)c2)c1,x,-2,1.8,31,10,8,51,x,1.1
Clc1ccccc1CN(Cc1ccccc1)c1ncnc2nc[nH]c12,-3,4,1.1,-3,-4,7,114,-2,0.93
Nc1nc(SCc2ccc(Cl)cc2)ns1,4,5,1,-7,1,-2,86,0,1
CC(C)[C@H](NC(=O)NC1CCCc2ccccc21)C(=O)O (stereo partly drawn),5,-7,1.1,-12,7,-2,92,5,1
CC(C)OC(=O)C1C2C=CC3(CN(CC4CCCO4)C(=O)C13)O2 (stereo not drawn),0,-8,1.1,-17,7,-1,99,-1,1
Cc1[nH]c2ccc(F)cc2c(=O)c1SC(F)(F)C(F)C(F)(F)F (stereo not drawn),9,24,1,-22,6,-9,139,1,0.98
COc1ccc2[nH]c(C(=O)O)c(NS(=O)(=O)c3ccc(Cl)s3)c2c1,6,-3,1.1,-24,3,-2,76,0,1.1
OCC(C#CCN1CCCCC1)NCc1ccccc1 (stereo not drawn),-4,-3,1.1,2,4,-2,83,-11,1
O=c1cc(Nc2ccc3c(c2)OCO3)[nH]c(=O)n1-c1ccc(Br)cc1,x,-14,0.87,3,10,31,84,x,0.97

# Compound profiles, from the list above. Values in the order: ROCK2 blocker	Cdc25B inh	Fluor 339 460	DUSP1 inh	PKA kinase inh	Hsp90 inh	Her2 expr inh	JNK3 blocker	Abs 340nm
# COC(=O)c1ccc(NC(=O)CSc2n[nH]c(-c3ccncc3)n2)cc1 is entered as 14	-4	1.1	3	12	0	81	12	1
# OCC(C#CCN1CCCCC1)NCc1ccccc1 (stereo not drawn) is entered as -4	-3	1.1	2	4	-2	83	-11	1

# Additional entries.
SMILES,ROCK2 blocker,Cdc25B inh,Fluor 339 460,DUSP1 inh,PKA kinase inh,Hsp90 inh,Her2 expr inh,JNK3 blocker,Abs 340nm
COc1ccc(S(=O)(=O)Nc2ccccc2C(=O)NCc2ccco2)cc1,-4,-2,3.6*,3,3,1,71,-5,1
COc1ccc(CCNC(=O)CCn2cccc2)cc1OC,3,1,1.1,7,8,-3,99,-4,0.99
Cc1cc(NC(=O)CSc2ccc3nnc(-c4cccc(F)c4)n3n2)no1,-3,-3,1.5,-4,-2,-1,113,-3,0.98
O=C(Nc1cccc(NS(=O)(=O)c2ccc(S(=O)(=O)NC3CC3)cc2)c1)c1ccccn1,7,2,1.1,27,11,-1,56,-5,1
COc1ccccc1C1/C(=C(\O)c2c(C)nc3c(C)cccn23)C(=O)C(=O)N1CCCN(C)C (stereo not drawn),8,5,0.98,-10,2,-3,78,6,0.99
CCn1nnnc1SCC(=O)c1ccc(NC(C)=O)cc1,3,6,1.1,12,6,1,66,0,1
CCOC(=O)C(C)Oc1ccc(=O)n(-c2ccccc2)n1 (stereo not drawn),0,7,1.1,-9,-1,0,68,-11,1.1
Cc1cc(C(=O)Nc2nnc(C3CCCCC3)s2)no1,0,-5,1.1,-4,6,-9,96,2,1
CCc1nnc(SCc2ccc(OC(C)C)cc2)n1N,-2,-2,1.1,2,-4,-2,90,-3,1
CCc1nc(SCC(=O)N2CCN(C(=O)c3ccco3)CC2)c2c3c(sc2n1)CCCC3,4,-7,1.1,18,7,-2,67,4,1
Cc1ccc(N(CC(=O)Nc2ccc(F)c(Cl)c2)S(=O)(=O)c2c(C)noc2C)cc1,2,-9,1,9,4,1,77,3,0.99
CCOC(=O)c1cn(CC)c2ccc(S(=O)(=O)N3CC(C)CC(C)C3)cc2c1=O (stereo not drawn),11,-7,1,17,1,-1,74,6,1
O=P(O)(CN1CCCCC1)CN1CCCCC1,1,-5,1.1,11,0,0,111,-2,1
COc1ccc(OC)c(-n2c(SC)nnc2-c2c[nH]c3ccccc23)c1,2,-1,1,10,1,-2,116,-3,1
O=C(CCN1CCCCC1)NCC1OCCc2ccccc21 (stereo not drawn),-3,-3,1.1,-7,-5,2,105,3,1.1

# Sorted by SMILES length (low to high): three of the compounds above
SMILES,ROCK2 blocker,Cdc25B inh,Fluor 339 460,DUSP1 inh,PKA kinase inh,Hsp90 inh,Her2 expr inh,JNK3 blocker,Abs 340nm
CCc1nnc(SCc2ccc(OC(C)C)cc2)n1N,-2,-2,1.1,2,-4,-2,90,-3,1
Cc1cc(C(=O)Nc2nnc(C3CCCCC3)s2)no1,0,-5,1.1,-4,6,-9,96,2,1
Cc1ccc(N(CC(=O)Nc2ccc(F)c(Cl)c2)S(=O)(=O)c2c(C)noc2C)cc1,2,-9,1,9,4,1,77,3,0.99

# Assay outcomes from PubChem.
